Source: PubChem BioAssay
PI4K2A inh: PI4K2A (human) kinase inhibition. Q9BTU6. purified PI4K2A, ADP-Glo luminescence, 1 h; active compounds read low. activity change, negative = inhibition, % at 76.9 µM. 420,000 compounds, 0.13% hits. AID 1346378; in the data active means activity change below about -50%; inconclusive means mostly about -30% to -49%;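 further: -100% = wells without enzyme as full effect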
Target sequence (Q9BTU6 whole entry, looked up): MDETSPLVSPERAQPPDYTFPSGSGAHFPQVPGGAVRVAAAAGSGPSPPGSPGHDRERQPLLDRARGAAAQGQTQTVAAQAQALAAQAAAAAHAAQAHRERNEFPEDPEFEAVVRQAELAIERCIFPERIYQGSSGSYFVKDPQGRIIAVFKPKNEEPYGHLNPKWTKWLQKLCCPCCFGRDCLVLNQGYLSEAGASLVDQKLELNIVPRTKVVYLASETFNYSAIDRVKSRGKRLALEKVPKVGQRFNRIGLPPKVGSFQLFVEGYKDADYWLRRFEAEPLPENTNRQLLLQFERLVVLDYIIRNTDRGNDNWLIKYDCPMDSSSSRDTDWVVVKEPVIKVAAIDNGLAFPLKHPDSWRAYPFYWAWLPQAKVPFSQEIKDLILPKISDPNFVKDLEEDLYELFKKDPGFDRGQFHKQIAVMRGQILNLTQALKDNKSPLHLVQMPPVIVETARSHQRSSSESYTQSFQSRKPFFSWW
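Compounds are screened against recombinant PI4K2A using PI as substrate and ATP, the latter dispensed at 300 microM. Reactions run one hour at ambient temperature before ADP-Glo detection; full inhibition defined by wells lacking enzyme.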
TrxR1 substrate: is turned over as a substrate by rat TrxR1 | O89049 | purified TrxR1 substrate turnover, NADPH consumption readout | Potency, µM (series often up to 114 µM), inactives show at the highest dose activity change, negative = substrate turnover | 390,000 compounds, 0.01% hits | AID 588456; further: potency means the concentration at half of the fitted maximal effect; on the % scale 0 is the no-effect control and ±100 the full control effect; nearly all actives have a fitted effect of over 50% in size
Target sequence (O89049 whole entry, looked up): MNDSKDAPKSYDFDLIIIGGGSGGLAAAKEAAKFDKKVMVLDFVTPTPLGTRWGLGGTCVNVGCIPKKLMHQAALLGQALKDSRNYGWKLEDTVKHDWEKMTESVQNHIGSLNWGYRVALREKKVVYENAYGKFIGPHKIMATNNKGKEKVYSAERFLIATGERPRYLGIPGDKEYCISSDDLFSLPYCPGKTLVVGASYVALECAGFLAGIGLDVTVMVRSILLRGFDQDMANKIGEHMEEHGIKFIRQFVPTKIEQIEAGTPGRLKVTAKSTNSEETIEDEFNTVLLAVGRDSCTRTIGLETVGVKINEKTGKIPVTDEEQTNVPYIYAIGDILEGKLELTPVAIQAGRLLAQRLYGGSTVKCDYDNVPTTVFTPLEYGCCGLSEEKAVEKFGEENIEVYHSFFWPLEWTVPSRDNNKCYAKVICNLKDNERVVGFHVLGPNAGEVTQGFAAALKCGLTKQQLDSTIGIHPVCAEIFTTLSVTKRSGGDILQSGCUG
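Rat TrxR1, dispensed at 90 nM, was prereduced with 400 uM NADPH (final) for 5 min at ~22 deg C, then incubated with compound 15 min before 400 uM selenite. A first-read NADPH fluorescence drop versus no-compound background flagged substrates.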
USP1 inh: USP1/UAF1 (human) deubiquitinase inhibition. recombinant USP1/UAF1, Ub-Rhodamine cleavage fluorescence. Potency, µM (titrated, usually from 57.1 µM), inactives show at the top dose activity change, negative = inhibition, actives largely listed as inhibitors. AID 743255. O94782. 390,000 compounds, 0.23% hits; further: potency means the concentration at half of the fitted maximal effect; on the % scale 0 is the no-effect control and ±100 the full control effect; nearly all actives have a fitted effect of over 60% in size; inactives centre near -12
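In this screen, compounds sit with the deubiquitinase complex (1nM) for 15 min at room temperature before Ub-Rho is added at 150nM final. Fluorescence rise is then followed for 6 reads every 60 seconds.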
RXFP1 agonist: agonists of human relaxin receptor RXFP1. 370,000 compounds, 0.3% hits. AID 2676. Potency, µM (highest dose often 57.5 µM), for inactives: top-dose activation, usual class: activators. HEK293T-RXFP1 cAMP TR-FRET, 30 min; response scale: percent of porcine relaxin response, buffer zero; further: potency means the concentration at half of the fitted maximal effect; on the % scale 0 is the no-effect control and ±100 the full control effect; nearly all actives have a fitted effect of over 60% in size; many of its hits are not listed in these tables
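HEK293T cells stably expressing RXFP1 were pretreated with the PDE4 inhibitor Ro 20174, exposed to compounds for 30 min at 37C, lysed, and cAMP was read by TR-FRET. Data normalized to buffer (basal) and 29 nM porcine relaxin (100%).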
mIDH1 inhibitor: blocks human mutant IDH1 R132H enzyme. O75874. IDH1-R132H enzyme, NADPH consumption, diaphorase/resazurin fluorescence. Potency, µM (titrated, usually from 76.6 µM), without a hit: top-dose activity change, negative = inhibition, hits mostly inhibitors. 390,000 compounds, 0.093% hits; further: potency means the concentration at half of the fitted maximal effect; on the % scale 0 is the no-effect control and ±100 the full control effect; nearly all actives have a fitted effect of over 65% in size
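IDH1-R132H (0.5 ug/mL dispensed) in pH 7.5 Tris buffer was preincubated 30 min with compound, then given a substrate mix of 0.016 mM NADPH and 2 mM alpha-KG for 80 min at room temperature; remaining NADPH was read by diaphorase/resazurin fluorescence.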
Vif-APOBEC3G blk: inhibitors of Vif-APOBEC3G interaction. Q9HC16. HeLa A3G-eYFP + Vif (tagged APOBEC3G with the HIV-1 protein that degrades it), YFP fluorescence, overnight. Potency, µM (series often up to 46.1 µM), for inactives: top-dose activity, negative = active, most hits filed as inhibitors. 410,000 compounds, 0.076% hits. AID 602310;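 further: potency means the concentration at half of the fitted maximal effect; on the % scale 0 is the no-effect control and ±100 the full control effect; nearly all actives have a fitted effect of over 60% in size; hits raise eYFP signal because A3G escapes Vif-driven loss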
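Read-out is eYFP fluorescence (Ex 488/Em 500-530) from Vif-expressing HeLa A3G-eYFP cells; more signal means A3G escaped Vif-mediated degradation. Cells plated overnight, compound pinned in, incubated overnight at 37 deg C.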
Vif-A3F inh: Vif-A3F binding inhibition; HeLa A3F-eYFP + Vif (tagged APOBEC3F with the HIV-1 protein that degrades it), YFP fluorescence increase; Potency, µM (top dose mostly 46.1 µM), for the others: top-dose activity, negative = active; 390,000 compounds, 0.2% hits; AID 602313; further: potency means the concentration at half of the fitted maximal effect; % of control where 0% means no effect; nearly all actives have a fitted effect of over 65% in size
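Fluorescence increase (Ex 488/Em 500-530) after overnight compound treatment at 37 deg C flags inhibition of Vif-driven A3F-eYFP loss in stable HeLa A3F-eYFP/Vif cells seeded overnight beforehand.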
LDHA inh: inhibitors of human lactate dehydrogenase A. 480,000 compounds, 0.15% hits. activity change, % (values are at about 110 or 230 µM). AID 1347041. purified LDHA, NADH/diaphorase-resazurin fluorescence; active compounds read low. P00338; in the data active means activity change below about -30%; inconclusive means mostly about -25% to -30%;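 further: plate controls were DMSO wells for no effect and wells without enzyme for full effect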
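Resorufin fluorescence (ex540/em590), read at 0 and 20 min after diaphorase/resazurin addition, reports the NADH left after a 5 min room-temperature reaction of 2 nM human LDH5 with 0.06 mM NADH and 0.2 mM pyruvate.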
GRP78 ERSR act: induces the endoplasmic reticulum stress response in human glioma cells | 420,000 compounds, 0.02% hits | Potency, µM, inactives show at the top dose activation, most hits filed as activators | U87-MG GRP78 promoter luciferase reporter, 16 h | AID 602332; further: potency means the concentration at half of the fitted maximal effect; series mostly up to about 76 µM; % of control where 0% means no effect; nearly all actives have a fitted effect of over 35% in size
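Stably transfected U87-MG human glioma cells carrying a GRP78-based luminescent sensor were seeded at 1000 cells/well, pin-dosed with compounds and incubated 16 h. Luciferase reagent was then added, and end-point luminescence was read after 10 min at room temperature.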
Starred values were filed as active, the others as inactive; ? = inconclusive; . = no result given; & = joins results of further samples; [ ] = remark or other dose. Unless noted, the call rests on the fitted dose curve; in most records, active means well fitted curve in the direction sought with a large enough effect; inconclusive means small, poorly fitted or top-dose-only effect, or another doubt; inactive means no such curve, though single readings can be large; an effect the other way counts as inactive or inconclusive.

The line under a structure holds: PI4K2A inh | TrxR1 substrate | USP1 inh | RXFP1 agonist | mIDH1 inhibitor | Vif-APOBEC3G blk | Vif-A3F inh | LDHA inh | GRP78 ERSR act
CCOc1cc2c(cc1OCC)C(C(=O)O)C(c1cc(Br)c(O)c(OC)c1)N(C)C2=O (configuration not stated)
→ 0 | -12% | -7% | 3.8% | 3% | 2% | -3% | 0 | -7%
CCOc1cccc(C(=O)Nc2ccc(N3CCCC3)cc2)c1
→ 2 | -2% | -12% | -0.3% | 0% | -23% | -16% | -7 | 2%
COc1cccc2c1cc1c(=O)n(CC(=O)N3CCN(c4ccccc4F)CC3)nc(C)n12
→ -3 | 28% | -6% | -2.4% | -8% | 2% | -2% | -4 | -2%
Cc1cc(C)nc(Nc2ccc(C(=O)O)cc2)n1
→ 1 | 12% | -6% | 1.4% | 10% | -3% | -1% | -10 | 0%
Cc1cc(OCC(=O)NCC(O)c2ccccc2)c2c(C)c(C)c(=O)oc2c1 (configuration not stated)
→ -11 | 87%[activator] | -8% | -0.4% | 9% | 2% | -12% | -3 | 1%
COc1ccccc1C(=O)O/N=C(\N)c1ccccc1Cl
→ 0 | 5% | -13% | 0.1% | 21% | -22% | 0% | -1 | 0%
Cc1oc2c(c1C(=O)Nc1cccc3ccccc13)CCCC2
→ -5 | -9%[57.1 µM] | -24% | -0.4% | 3% | -11% | -8% | 6 | 9%
CN1CCN(c2nc(-c3cccs3)nc3ccccc23)CC1
→ 2 | -6% | -21% | -0.4% | -1% | 3% | 2% | -5 | -4%
O=C(/C=C/c1ccc(N2CCC(c3ccccc3)=N2)cc1)c1ccccc1
→ 6 | -8% | 174%[activator] | 12% | 0% | ? | ? | 3 | 2%
CC(=O)Cc1nsc(NC(=O)c2cccs2)n1
→ -6 | -4% | -11% | 4.9% | 3% | -4% | -10% | -4 | 4%
Fc1c(F)c(-n2nnc3ccccc32)c(F)c(F)c1Cl
→ 3 | 11%[57.1 µM] | -7% | 0.0% | 10% | 0% | 2% | -5 | -4%
COc1ccc(S(=O)(=O)c2c(O)c3ccc(C(=O)NCc4ccc(Cl)cc4)cc3[nH]c2=O)cc1
→ -3 | -2% | -2% | -0.1% | -21% | 1% | -4% | -4 | -1%
CSc1cccc(NC(=O)C2CCN(C(=O)c3ccccc3C)CC2)c1
→ -14 | 2%[57.1 µM] | -21% | 0.3% | 0% | 7% | -4% | -3 | -2%
CCc1nnc(NS(=O)(=O)c2ccc(NS(=O)(=O)c3ccccc3)cc2)s1
→ 4 | -1% | -7% | 1.0% | -1% | -1% | -5% | -4 | -3%
CCOC(=O)c1csc(NNC=O)n1
→ -4 | 6% | -4% | 1.7% | 1% | -1% | -21% | 6 | -3%
NC(Cc1ccc(C(F)(F)F)cc1)c1csc(Nc2ccc(C(=O)c3ccccc3)cc2)n1 (configuration not stated)
→ -1 | . | . | . | . | 7% | . | 0 | -10%
COCCn1nnnc1C(c1ccccn1)N1CCN(c2cc(Cl)ccc2C)CC1 (configuration not stated)
→ 0 | -2% | -18% | 4.0% | 7% | 1% | 1% | -4 | -6%
CC1(C)Cc2c(sc3nc(NCCN4CCOCC4)n4ncnc4c23)CO1
→ -5 | 8% | -23% | 13% | 6% | -3% | 1% | 4 | 7%
COc1ccc(NC(=S)N2CCN(c3ccc([N+](=O)[O-])cc3)CC2)cc1OC
→ -11 | 4%[57.1 µM] | -10% | 1.2% | 5% | 1% | 14% | -4 | -3%
CC(=O)[C@@]1(O)CC[C@H]2[C@@H]3C[C@H](C)C4=CC(=O)CC[C@]4(C)[C@H]3CC[C@@]21C
→ 4&1 | -4% | 14% | 3.7% | 5% | 0% | 3% | -7 | -2%&-6%

Compound profiles, as listed above.
`Cc1oc2c(c1C(=O)Nc1cccc3ccccc13)CCCC2` as listed: PI4K2A inh = -5; TrxR1 substrate = -9%[57.1 µM]; USP1 inh = -24%; RXFP1 agonist = -0.4%; mIDH1 inhibitor = 3%; Vif-APOBEC3G blk = -11%; Vif-A3F inh = -8%; LDHA inh = 6; GRP78 ERSR act = 9%
`CC(=O)Cc1nsc(NC(=O)c2cccs2)n1` as listed: PI4K2A inh = -6; TrxR1 substrate = -4%; USP1 inh = -11%; RXFP1 agonist = 4.9%; mIDH1 inhibitor = 3%; Vif-APOBEC3G blk = -4%; Vif-A3F inh = -10%; LDHA inh = -4; GRP78 ERSR act = 4%

(more compounds)
Compound,PI4K2A inh,TrxR1 substrate,USP1 inh,RXFP1 agonist,mIDH1 inhibitor,Vif-APOBEC3G blk,Vif-A3F inh,LDHA inh,GRP78 ERSR act
COc1ccccc1C(=O)N/C(=N/c1nc(C)cc(C)n1)Nc1ccccc1,9,1%,-20%,0.7%,10%,-5%,9%,-2,0%
NC(=O)COc1ccc2c3c(c(=O)oc2c1)CCCCC3,2,267%[activator],3%,-1.5%,4%,5%,5%,-2,-5%
Cc1cccc([C@@H]2[C@@H]3C(=O)N(Cc4ccccc4)C(=O)[C@@H]3[C@]3(Cc4ccccc4)C(=O)N(c4cccc(Cl)c4)C(=O)N23)c1,-3,-6%,-19%,0.2%,-7%,-2%,-1%,-4,-4%
Cn1nc2sc3ccccc3n2c(=O)c1=O,2,4%,-15%,-1.3%,13%,-1%,-14%,-7,-2%
COCCNC(=O)C/C(C)=N/NC(=O)C(=O)NC1CCCCC1,3,9%,?,0.2%,2%,1%,-2%,-4,-2%
Cc1onc(-c2c(Cl)cccc2Cl)c1C(=O)NCCCN1CCOCC1,3,-1%,-12%,0.0%,-1%,2%,-7%,-6,7%
CCOCCCNC(=O)N1CCOCC1,5,8%,6%,-0.5%,4%,0%,-2%,-1,-5%
COc1ccc(N(CC(=O)NC2CCCC2)C(=O)CCC(=O)Nc2nc(C)cs2)cc1OC,2,0%[57.1 µM],-16%,-0.2%,23%,-3%,1%,1,11%
Cc1ccc(S(=O)(=O)NCC(=O)OC(C)C(=O)c2ccccc2)cc1 (configuration not stated),1,-13%,-10%,-1.2%,6%,-1%,-9%,-4,-4%
COc1cc(C(=O)N[C@H](C(=O)NC2CCCc3ccccc32)C(C)C)cc(OC)c1OC (some centres not stated),1,-7%,-12%,.,1%,-6%,?,0,-6%
O=C(CN(c1cccc(Cl)c1)S(=O)(=O)c1ccc(Cl)cc1)N1CCc2ccccc2C1,-14,6%[57.1 µM],-16%,-3.0%,5%,1%,14%,-2,-5%
COc1ccc(NC(=O)N2CCCC(C(=O)Nc3cccc(C)c3C)C2)cc1 (configuration not stated),1,8%,?,0.0%,-3%,1%,0%,-7,-4%
COc1ccc(NC(=O)CSc2nnc(-c3ccncc3)o2)c(OC)c1,-2,-1%[57.1 µM],-21%,2.2%,9%,4%,-13%,-1,-2%
O=c1c2ccccc2nc(COc2ccccc2)n1/N=C/c1ccc(O)c(O)c1,0,-4%,-11%,3.5%,-4%,-10%,0%,4,8%
COc1ccc(NC(C)=O)cc1NC(=O)CCn1c(=O)sc2ccccc21,6,4%,-18%,-0.2%,-7%,1%,-6%,7,-4%
Cc1cc(C)n2nc(C(=O)OCC(=O)Nc3cc(Cl)ccc3C)nc2n1,2,-4%,-2%,-1.0%,-6%,-6%,0%,-4,-2%
O=c1c2c3c(sc2ncn1Cc1ccc(F)cc1)CCC3,-6,5%,-17%,0.3%,2%,1%,0%,0,-1%
Cc1nnc(SCc2cccc(Oc3ccccc3)c2)n1N,7,-3%,-14%,1.8%,1%,-4%,1%,-3,5%
O=c1[nH]c(CSc2ncn[nH]2)nc2ccccc12,1,-2%,0%,7.1%,6%,-6%,6%,-2,-2%
CC1(C)c2ccccc2N2CC(=O)NC21/C=C/c1ccco1 (configuration not stated),4,-5%,-8%,0.5%,2%,-9%,.,1,-8%
CN1C(=O)c2oc3ccccc3c(=O)c2C1c1ccncc1 (configuration not stated),-3,-2%,-21%,2.6%,1%,-2%,-11%,-2,-5%
COc1ccccc1OCCN(C#N)c1nc(N(C)C)nc(N(C)C)n1,12,-10%,1%,2.1%,-10%,-1%,0%,-1,2%
Cn1c(=O)c2c(nc(SCCN3CCOCC3)n2C)n(C)c1=O,-3,-4%,-20%,?,6%,-2%,-6%,2,-3%
Cc1ccc(-c2nc3ccccn3c2Nc2ccc3c(c2)OCCO3)s1,-5,39%[activator],-22%,12%,-13%,-7%,-11%,-3,-2%
O=C(CN1C2CCCC1CC(NC(=O)C1CCCCC1)C2)NCc1ccc(F)cc1 (configuration not stated),1,-3%,-20%,-2.1%,-3%,-4%,14%,-3,-2%
CCc1[nH]nc2c1C1(CCN(C(=O)OCc3ccccc3)CC1)C(C#N)=C(N)O2,-3,3%[57.1 µM],-13%,-1.2%,-1%,0%,-3%,-2,-5%

An excerpt. The share of hits here may be higher or lower than overall.
